GalR3 antag – GalR3 antagonists in HEK293 cells, primary screen, cell-based, fluorescence readout | Galanin receptor type 3 (Homo sapiens), O60755 | HEK293 GalR3-CNG cAMP membrane potential fluorescence; galR3 body fused to GalR1 C-terminus | inhibition, % at 3 µM | hit rate 0.44% among 360,000 | AID 651719, 2012;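 active = inhibition above the screen-wide average plus 3 SD, cut at about 13% in these data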;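 also: forskolin and galanin both at EC90 stimulate the cells; cAMP rise reported by CNG channel membrane potential dye signal; 0% = forskolin plus galanin with DMSO and 100% = forskolin alone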
Target sequence (O60755 1-299 limits assumed): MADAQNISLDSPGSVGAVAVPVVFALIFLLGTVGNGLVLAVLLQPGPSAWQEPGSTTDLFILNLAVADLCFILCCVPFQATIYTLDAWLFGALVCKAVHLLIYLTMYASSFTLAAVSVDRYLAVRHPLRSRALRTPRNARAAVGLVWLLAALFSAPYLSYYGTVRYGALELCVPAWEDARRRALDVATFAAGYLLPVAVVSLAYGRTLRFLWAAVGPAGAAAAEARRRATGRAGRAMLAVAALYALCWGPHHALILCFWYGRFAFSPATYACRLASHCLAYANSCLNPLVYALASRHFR
CRFBP-R2 block – antagonists of CRF-BP/CRF-R2 complex, primary screen, cell-based, HEK293, calcium dye fluorescence, uHTS. CRF-induced calcium fluorescence. inhibition, % at 11.8 µM. hit rate 0.59% among 350,000;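 active = inhibition of the ligand-induced calcium signal above about 50% at the single tested concentration, limit read from the data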
CRFR2-BP ag – agonists of CRF-BP/CRF-R2 complex, primary screen, cell-based, HEK293, calcium dye fluorescence, uHTS. calcium dye fluorescence (FLIPR); percent of saturating CRF peptide response. activation, % at 13.2 µM. hit rate 0.46% among 350,000. CRF-binding protein / CRF receptor 2 complex (human);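 active = activation of at least 50%, plus an integration ratio under a set limit after plate pattern correction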;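 also: plate controls were neutral control wells without compound for no effect and CRF at EC100 for full effect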
IDE act – human IDE activators in live cells, primary screen, fluorescence polarization, HEK cells, FAbeta-B substrate; Insulin-degrading enzyme (Homo sapiens), P14735; FAbeta-B cleavage; 0% vehicle, 100% cell-free pure enzyme wells; activation, % at 5.96 µM; hit rate 0.073% among 340,000;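 active = activation above the mean of all tested compounds plus 3 SD, set per screening campaign, cut at about 17% in these data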
MEKK3 PB1 HTS – modulators of MEKK3-MEK5 PB1 binding, primary screen, biochemical, wildtype MEKK3, multiplex bead flow cytometry, Alexa488-MEK5; hit rate 1.4% among 290,000; bead-based flow cytometry, Alexa488-MEK5 binding to MEKK3; actives lie on both sides; 0 = blocked by unlabeled MEK5, 100 = vehicle; AID 1529, 2009; binding response (% of control), % at 10 µM;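 active = binding response more than 3 SD above or below the average of its plate-row segment, actives on both sides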;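 also: Alexa488 bead fluorescence after subtracting the streptavidin-only scavenger bead signal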
IDE cell inh – human IDE inhibitors in live cells, primary screen, fluorescence polarization, HEK cells, FAbetaB substrate. Insulin-degrading enzyme (Homo sapiens), P14735. FAbetaB cleavage. inhibition, % at 5.59 µM. hit rate 0.41% among 320,000. AID 434962, 2010;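 active = percent inhibition above the average of all tested compounds plus 3 SD, set per screening campaign, cut at about 16% in these data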;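 also: IDE supplied by intact live HEK cells; FP after avidin binding of uncleaved biotin substrate so inhibition keeps polarization high; 0% = DMSO wells and 100% = 60 µM reference IDE inhibitor Ii1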
p-CIP stab down – p/CIP-EGFP fusion destabilizers, primary screen, fluorescence, F442A cells; 16 h; decrease of EGFP signal, % at 10 µM; hit rate 0.01% among 290,000; Q05BA5; AID 1984, 2009;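 active = EGFP signal decrease of at least 30% at 10 µM or well 3 SD below plate mean, unless failing retest; inactive = the rest, including hits failing retest or dose response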; also: some compounds called inactive have numbers as strong as hits; many of its hits are not listed in these tables
PHOSPHO1 block – PubChem AID 1565 | Phosphoethanolamine/phosphocholine phosphatase (Homo sapiens), Q8TCT1 | recombinant PHOSPHO1, absorbance phosphatase assay | inhibition, % at 13.3 µM | hit rate 1.1% among 290,000; in the data active = inhibition above about 60%
M4 PAM – human M4 muscarinic receptor positive allosteric modulators, primary screen, CHO-K1 cells, Fluo-8 calcium fluorescence | Muscarinic acetylcholine receptor M4 (Homo sapiens), P08173 | CHO-K1 hM4/Gqi5, ACh EC20; 0% = ACh EC20, 100% = maximal ACh | activation, % at 3 µM | hit rate 0.4% among 360,000 | AID 624126, 2012;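 active = activation above its plate's cutoff, the mean activation of sample wells plus 3 SD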; also: some results filed as inactive read as strong as hits
Target sequence (P08173 whole entry, looked up): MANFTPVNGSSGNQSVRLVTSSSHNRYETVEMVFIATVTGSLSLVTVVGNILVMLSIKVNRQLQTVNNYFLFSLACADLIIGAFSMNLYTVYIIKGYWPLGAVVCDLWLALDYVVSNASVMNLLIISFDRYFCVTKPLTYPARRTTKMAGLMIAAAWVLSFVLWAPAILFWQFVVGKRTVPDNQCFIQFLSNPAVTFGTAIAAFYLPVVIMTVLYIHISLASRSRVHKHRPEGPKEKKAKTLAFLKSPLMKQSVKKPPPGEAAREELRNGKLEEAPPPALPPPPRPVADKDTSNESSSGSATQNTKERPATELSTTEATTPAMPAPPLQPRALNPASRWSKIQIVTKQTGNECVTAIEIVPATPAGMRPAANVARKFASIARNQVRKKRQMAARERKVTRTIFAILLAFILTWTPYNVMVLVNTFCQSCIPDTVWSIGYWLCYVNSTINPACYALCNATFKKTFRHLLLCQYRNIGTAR
Starred values were filed as active, the others as inactive; . = no result given.

compound,GalR3 antag,CRFBP-R2 block,CRFR2-BP ag,IDE act,MEKK3 PB1 HTS,IDE cell inh,p-CIP stab down,PHOSPHO1 block,M4 PAM
COc1cc(Br)cc(C2C3=C(CCCC3=O)N(c3ccc(F)cc3)C3=C2C(=O)CCC3)c1O,-4,-16,0.1,-1,102,0,-11,35,6
CC(=O)c1ccc(Nc2nc(-c3cccnc3)cs2)cc1,-10,12,-2.2,-3,99,.,-7,9,-2
Cc1ccc(-n2c(SCC(=O)NCc3ccco3)nnc2-c2cccnc2)c(C)c1,-1,8,-0.8,-4,107,6,.,.,12
Nc1nnnn1/N=C/C(Br)=C/c1ccccc1,-6,-10,-4.5,4,84,-1,-22,1,12
NC(=NC(=O)c1cccc(C(F)(F)F)c1)c1ccc(C(F)(F)F)cn1,-4,-18,2.2,-6,101,2,-12,8,0
C=CCC(CC)C(=O)NC(=O)N1CCCc2ccccc21 (stereo unspecified),-12,10,0.1,0,76,0,10,43,-3
Clc1ccc(-c2nnc(SCc3nc4ccccc4[nH]3)o2)c(Cl)c1,-2,-6,-1.5,4,99,3,-3,-2,13
C[C@@H]1CN([C@@H](C)CO)C(=O)CCCn2cc(nn2)CO[C@H]1CN(C)S(=O)(=O)c1cccc(C#N)c1,-1,3,-0.8,.,.,.,.,.,-7
CCN(CC)C(=O)Cn1cc(S(=O)(=O)CC(=O)N2CC(C)OC(C)C2)c2ccccc21 (stereo unspecified),0,5,-0.3,-3,105,-1,-9,25,1
Cc1ccc(CN(C)C(=O)c2ccc(NS(=O)(=O)c3ccc4[nH]c(=O)[nH]c4c3)cc2)cc1,-5,14,-0.9,1,.,3,.,.,0
O=C(Nc1ccc(Oc2ccc(Cl)cc2)cc1)c1ncn[nH]1,1,10,-0.4,-6,106,4,8,-4,7
COc1ccc([C@H]2CC(=O)C=C(c3ccc(SC)cc3)C2)cc1,-6,-1,2.9,-2,.,9,.,.,0
NNC(=O)c1cc(C23CC4CC(CC(C4)C2)C3)[nH]n1,-6,-10,-0.8,3,103,-3,0,34,-2
O=C(c1c(F)cccc1F)N(Cc1ccccn1)C1CC1,-4,14,-4.0,0,102,7,3,11,18*
Cc1ccccc1CNC(=O)C(=O)NCCC1CCCCN1S(=O)(=O)c1ccccc1 (stereo unspecified),-5,13,1.0,-3,.,0,.,.,-10
Cc1sc(Nc2ccc([N+](=O)[O-])cc2)nc1-c1c(C)n(C)n(-c2ccccc2)c1=O,-1,24,0.4,3,100,4,-8,9,-4
CCOC(=O)c1cnc2c([N+](=O)[O-])cnn2c1C,-9,3,-0.8,6,97,0,-1,42,17
Cc1ccc(N(CC(O)CN2CCCC2)S(=O)(=O)c2ccc(C)cc2)cc1 (stereo unspecified),-6,-6,-0.4,3,.,-2,-14,27,-4
CN(C)c1ccc(C=c2c3cc([N+](=O)[O-])ccc3n3c2cc(-c2ccccc2)[n+]3C)cc1,-2,16,-4.0,-5,.,.,.,.,-1
OC(COC(c1ccccc1)c1ccccc1)CN1CCOCC1 (stereo unspecified),-3,-5,-1.6,-4,100,4,3,8,-6
Cc1nnc(NC(=O)CSc2nnc3c(n2)[nH]c2ccc(Br)cc23)s1,-2,-2,1.8,2,101,-2,8,13,3
CC1(C)Oc2ccc(/C=C/C(=O)N3CCOCC3)c(O)c2C(N2CCOCC2)C1O (stereo unspecified),.,.,.,.,83,2,-9,-24,.
CCOC(=O)c1cc(-c2ccc(Cl)cc2)nc2c1c(=O)[nH]c(=O)n2CCOC,-5,1,-0.5,4,.,0,-6,-10,8
C=Cc1ccc(Cn2nc(-c3ccc(C)cc3)ccc2=O)cc1,-9,-18,3.1,6,105,-2,-12,42,-2
COc1ccc(N2CCN(c3nc4c(c(=O)n(C)c(=O)n4C)n3CCCc3ccccc3)CC2)cc1,1,-8,-2.3,2,102,3,-16,-8,-7
O=C(Cc1ccccc1)N1CCN(c2ccccc2F)CC1,-7,4,-3.3,-4,107,-2,-6,27,-3
CCC(=O)N1N=C2CC(C)(C)OCC2C1c1ccccc1 (stereo unspecified),-4,-7,-3.1,5,97,-11,0,9,-1
CNCCC=C1c2ccccc2C=Cc2ccccc21,-1,-9,-0.9,2,.,-1,.,.,-18
O=C(COC(=O)C1CCN(S(=O)(=O)c2cccs2)CC1)Nc1ccc(F)c(F)c1F,-1,-3,0.4,0,.,.,.,.,-3
CCN1CCN(Cc2c3ccccc3cc3ccccc23)CC1,-5,-10,-1.1,-1,105,1,-8,-11,-1
Cc1occc1C(=O)N/N=C/C1=C(N2CCOCC2)C(=C/c2ccc(Cl)cc2Cl)/CC1,-4,-23,11,2,.,.,.,.,1
COc1ccccc1N1CCN(C(=O)C2CCN(C(=O)c3ccccc3C)CC2)CC1,-3,5,-0.1,-7,103,3,6,13,1
CCn1cc(C(=O)NCc2ccco2)c(=O)c2cc(S(=O)(=O)N3CCCC3)ccc21,-3,-17,0.1,-2,123,7,12,3,10
CCc1ccccc1NC(=O)CN1CCN(CC(=O)NCc2ccc(Cl)cc2)CC1,-1,-9,-0.1,2,.,-2,.,.,2
O=c1[nH]n(Cc2ccccc2)c(=O)c2ccccc12,-4,-26,-0.4,-22,107,13,-3,33,-14
Cc1ccc(NC(=O)c2ncn(CCCNCc3ccc4c(c3)OCO4)n2)cc1C,-6,-20,-0.2,4,.,.,.,.,0
C=CCN1CCN(C(CCC)c2nnnn2Cc2ccco2)CC1 (stereo unspecified),-8,-3,-1.3,2,99,-3,14,-5,-5
CCn1c(SCC(=O)Nc2ccc(C(=O)OC)cc2)nnc1-c1cccs1,-4,10,1.0,0,101,-2,3,-1,1
COc1ccc(C(=O)NC2CCCc3c2cnn3-c2cc(F)cc(F)c2)c(OC)c1OC (stereo unspecified),0,15,-0.5,0,100,-5,-3,55,5
Cc1c(C(=O)N(Cc2ccc(Cl)cc2)C2CCS(=O)(=O)C2)oc2ccccc12 (stereo unspecified),-6,-9,3.8,2,95,-1,1,20,-9
O=C(C1CCCN(Cc2ccccc2F)C1)N1CCCC1 (stereo unspecified),-1,14,1.6,-2,107,-2,-12,19,3
O=c1c(S(=O)(=O)c2ccc(Cl)cc2)cn(Cc2ccccc2F)c2ccc(F)cc12,-3,16,20,-7,117,0,-7,-9,10
Cc1ccc(OCC(=O)N/N=C\c2ccc(C)o2)c([N+](=O)[O-])c1,0,-8,3.4,-6,109,.,-12,-1,-6
Cc1cc(C(=O)OCC(=O)c2ccc(Br)s2)no1,.,12,-2.4,3,115,8,-10,-2,3
CCN(CC)CCCNC(=O)CNC(=O)c1nn(-c2ccc(OC)cc2OC)c(=O)c2ccccc12,-8,12,-1.4,.,.,.,.,.,2
CCc1ccc(NC2=NC(C(=O)c3ccccc3)CC(=O)N2)cc1 (stereo unspecified),0,6,0.6,4,111,-2,5,-14,2
CN(CC(=O)NCc1ccco1)C(=O)C1CC(=O)N(c2ccc3c(c2)OCCO3)C1 (stereo unspecified),-3,12,-0.7,2,.,-2,.,.,16
Cc1ccc(CCNC(=O)CNS(=O)(=O)c2ccc3nc(C)sc3c2)cc1,0,-7,-1.2,4,98,-3,-6,21,-1
CCOc1ccc(NC(=O)CN(C)S(=O)(=O)c2cnc[nH]2)cc1,-3,5,-0.9,-3,93,3,1,-8,-2
O=C(OCc1cc(=O)n2c(n1)sc1ccccc12)c1ccc(O)cc1O,-4,1,-1.2,6,105,4,-6,48,-4
O=C(NCc1cn2ccccc2n1)c1ccc(Br)o1,.,0,-2.4,6,99,2,-3,29,4
CCCN(CC(=O)Nc1ccc(F)c(F)c1F)C(=O)C1CC(=O)N(Cc2ccccc2)C1 (stereo unspecified),-1,24,2.5,3,.,3,.,.,21*
Cc1ccc(NC(=O)CSc2ncccn2)cc1S(=O)(=O)N1CCCCC1,-3,21,-2.1,0,.,-4,.,.,5
CC1CCCCN1CCCNC(=O)C1CCN(c2nnc(-n3cccc3)s2)CC1 (stereo unspecified),-6,4,-0.2,5,100,3,-3,40,-6
Cc1nnsc1C(=O)Nc1cccc(Cl)c1C,0,-14,-0.7,2,94,2,12,6,-1
Cc1cnc(C(=O)OCC(=O)c2ccc(C)s2)cn1,2,0,-1.7,2,.,2,.,.,2
[N-]=[N+]=N[C@@H](CCN1CC[C@H](O)CCC1=O)c1ccccc1,-1,13,-0.1,-10,105,2,-58,-24,6
N#CCSc1nc2ccccc2c(=O)n1C1CCCCC1,-8,-11,-3.5,0,102,5,-5,-12,2
COc1cc(C(=O)COC(=O)CNC(=O)C2CCCCC2)cc(OC)c1OC,0,15,0.2,4,.,-2,2,10,-3
O=C(Nc1cccnc1)c1cnc2ccccc2n1,0,-1,0.9,5,107,1,-8,6,4

Continued:
compound,GalR3 antag,CRFBP-R2 block,CRFR2-BP ag,IDE act,MEKK3 PB1 HTS,IDE cell inh,p-CIP stab down,PHOSPHO1 block,M4 PAM
CC1(C)CC(CCC(=O)NC(=S)Nc2ccccc2Cl)C(=O)O1 (stereo unspecified),-3,-3,0.2,3,96,1,-4,-8,-3
O=C(OCc1nnc(-c2ccc([N+](=O)[O-])cc2)o1)C1CCN(C(=O)c2ccc(F)cc2)CC1,-7,8,0.2,-2,.,-4,.,.,-2
COC(=O)CS(=O)(=O)c1ccc(C)cc1,-6,5,-1.0,2,98,6,-8,37,1
CCN(CC#CCC(O)(c1ccccc1)c1ccccc1)C(C)C,-3,-31,2.9,2,98,0,-14,-8,-15

Compound activity from PubChem BioAssay.
